AID2073 = disruptors of CaV2.2 binding to Mint1 – biochemical, HTRF (AID 2073) | inhibition, % at 20 µM; hits with a dose series show IC50 in µM | HTRF protein-protein interaction, Mint1-CaV2.2; higher % means a stronger effect | 290,000 tested, 0.19% active; in the data active = inhibition mostly above about 51%, no sharp cut-off; note: some results filed as inactive read as strong as hits
HIV fusion peptide = cell-free HIV fusion peptide-binding blockers – biochemical, uHTS, fluorescence dequenching, primary screen (AID 1986). cell-free peptide binding, fluorescence dequenching, 30 min; higher % means a stronger effect. one-dose inhibition, % at 20 µM; IC50 in µM for titrated hits. 290,000 tested, 0.3% active; in the data active = inhibition mostly above about 52%, no sharp cut-off; inactive = mostly below about 76%; note: some results filed as inactive read as strong as hits
Autophagy HCS = modulators of autophagy; MEF GFP-LC3 puncta imaging; test concentration mostly 10 µM; calls only at 10 µM (by protocol); 190,000 tested, 0.98% active; AID 463193;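 active = percentage of spot-positive cells more than 3 SD above its plate mean, without a fluorescence outlier flag or 80% toxicity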;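 note: spot-positive cell cutoff set from DMSO-treated cells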
Insulin prom up = MIN6 insulin promoter up-regulation. MIN6 insulin promoter-GFP reporter, high-content imaging; stronger effect = higher value. z-score at 5 µM. 190,000 tested, 0.3% active. AID 1625;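 active = z-score above 3 at 5 µM with at least 500 cells counted in the well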
Dynein cargo inh = dynein cargo transport inhibition; 3617.4 mouse cells, GR-EGFP nuclear translocation imaging; test concentration mostly 20 µM; stimulated with dexamethasone, 1 µM; stronger effect = lower value; z-score, hits read low; 220,000 tested, 0.47% active; AID 1381;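 active = plate z-score of nuclear minus cytoplasmic receptor signal below a set negative limit, without overly bright fluorescence or cell loss, cut at about -3.5 in these data, passing the limit was not always enough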;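 note: z-score of nuclear minus cytoplasmic ring GR-EGFP intensity difference per well; some compounds called inactive have numbers as strong as hits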
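Also added: dexamethasone, 1.0 µM final. Medium: tet-free, stripped-serum medium. Detection: fixed, Hoechst-stained cells imaged at 10x for EGFP. Read-out: nuclear-to-cytoplasmic GR-EGFP distribution per well. Times: induction 48 h, compound 1 h, agonist 30 min.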
WT yeast gro inh = growth inhibition of WT yeast, mitochondrial fusion screen; mitochondrial fusion phenotypic screen, WT strain; inhibition, % at 10 µM; 190,000 tested, 2.1% active; AID 1362; in the data active = inhibition above about 58%; tested in S. cerevisiae
b-catenin transl = modulators of beta-catenin nuclear translocation; HeLa beta-catenin nuclear translocation, immunofluorescence imaging; nuclear translocation activity, % at 5 µM; 190,000 tested, 0.3% active;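 active = nuclear translocation activity above 50% at 5 µM, with a well cell count of 50 or more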;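 note: per-cell ratio of nuclear to cytoplasmic median beta-catenin stain intensity; plate controls were DMSO negative control for no effect and GSK-3 inhibitor IX positive control for full effect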
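Read-out: Nuclear/cytoplasmic beta-catenin signal ratio, % activation | Assay system: Human HeLa cell line | Times: 24 h compound exposure at 37°C, 5% CO2 | Signal: Fluorescence imaging of beta-catenin antibody stain plus DAPI | Dosing: 5 µM primary, 0.02–20 µM confirmation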
Yfh1-off respiration = enhancers of respiration in Yfh1-depleted yeast, dose response, Friedreich's ataxia, plus single-dose screen (AID 1465) | 220,000 tested, 0.074% active | S. cerevisiae Yfh1-off respiration, WST-1 reduction, 72 h; higher fold induction means a stronger effect | one-dose fold induction at 50 µM; EC50 in µM for titrated hits;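 active = fold induction of absorbance versus untreated yeast above a set limit, then at least 30% activation at any dose in follow-up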;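 note: activators that raise dye reduction in frataxin-depleted yeast; strong numbers were not always called active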
MT stabilize HCS = microtubule stabilization, imaging screen. HeLa tubulin immunostaining HCS, 24 h; share of cells brighter than vehicle mean+2SD. 200,000 tested, 0.83% active. % tubulin-high responders, % at 10 µM;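 active = plate Z-score above 3 for both tubulin-high and condensed-nucleus cell shares, with cell loss under 80%, at 10 µM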;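 note: anti alpha tubulin signal scored within the nucleus-defined area of each cell; some results filed as inactive read as strong as hits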
WT yeast gro inh mutant strain = also measured in WT yeast gro inh; calls as there; inhibition, %; mitochondrial fusion phenotypic screen, mutant strain inhibition
Dynein cargo inh cytoplasmic EGFP = also measured in Dynein cargo inh; calls as there; z-score; measured here: cytoplasmic GR-EGFP intensity; stronger effect = higher value
Dynein cargo inh nuclear GR-EGFP = recorded beside Dynein cargo inh, whose call it bears; z-score; measured here: nuclear GR-EGFP intensity;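 lower value marks the stronger effect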
Dynein cargo inh cell count = second read-out of Dynein cargo inh, no call of its own (marks repeat the call); z-score; measured here: cell count per field
Insulin prom up cell count = also measured in Insulin prom up; calls as there; cell count; measured here: cytotoxicity, nuclei count;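 total cells summed across four imaged fields per well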
b-catenin transl cell count 5 µM = recorded beside b-catenin transl, whose call it bears; cell count; measured here: cell count, cytotoxicity flag
MT stabilize HCS Hoechst-high % = second read-out of MT stabilize HCS, no call of its own (marks repeat the call); % Hoechst-high responders; measured here: nuclear condensation Hoechst responders;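 share of cells brighter than vehicle mean plus two SD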
MT stabilize HCS cytotoxicity % = recorded beside MT stabilize HCS, whose call it bears; toxicity, %; measured here: cytotoxicity by cell density;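 0% = mean cell density of plate MIN control wells and 100% = no cells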
Autophagy HCS cell loss 18 h = also measured in Autophagy HCS; calls as there; toxicity, %; measured here: cell loss, nuclei count;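 cell loss after 18 h compound exposure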
Starred values were filed as active, the others as inactive; i = inactive; nt = not tested or not shown; + = active, no number.

SMILES | AID2073 | HIV fusion peptide | Autophagy HCS | Autophagy HCS cell loss 18 h | Insulin prom up | Insulin prom up cell count | Dynein cargo inh | Dynein cargo inh cytoplasmic EGFP | Dynein cargo inh nuclear GR-EGFP | Dynein cargo inh cell count | WT yeast gro inh | WT yeast gro inh mutant strain | b-catenin transl | b-catenin transl cell count 5 µM | Yfh1-off respiration | MT stabilize HCS | MT stabilize HCS Hoechst-high % | MT stabilize HCS cytotoxicity %
O=S(=O)(Nc1nc(SCc2ccc(Cl)cc2)n[nH]1)c1ccccc1 | -13% | -1.5% | nt | nt | 0.3 | 1083 | 2.4 | -0.14 | 1.1 | -1.2 | nt | nt | -0.5 | 1337 | i | nt | nt | nt
CC12C=CC3(CN(Cc4ccccc4)C(=O)C3C1C(=O)NC1CC1)O2 (stereo not drawn) | -2% | -1.8% | i | 2 | -0.48 | 1082 | -0.47 | -0.22 | -0.067 | 0.66 | -4 | 26 | 5.6 | 1459 | i | 1.6 | 0.8 | 11
CCC(NC(=O)c1ccccc1NC(=O)c1ccccc1)C(=O)NNC(=O)c1cccnc1 (stereo not drawn) | -10% | -1.8% | nt | nt | -0.73 | 1386 | -0.24 | -0.21 | -0.14 | -0.4 | nt | nt | 1.5 | 1267 | i | nt | nt | nt
O=C(Nc1cccc2nsnc12)c1ccc2c(c1)OCCO2 | 15% | 13% | i | 1 | 0.07 | 1551 | 1.1 | -0.13 | 0.73 | -1.2 | 14 | 29 | -3.6 | 998 | i | 3.6 | 1.9 | 7.8
COCCn1nnnc1CN(CCc1ccc(OC)c(OC)c1)Cc1cc2ccc(C)cc2[nH]c1=O | 4% | 7.5% | + | -5.7* | -0.06 | 1084 | 3.4 | -0.075 | 2 | -2.5 | 16 | -3 | 0.8 | 1086 | i | 3.0 | 1.1 | 2.5
CSc1nc2ccc(S(=O)(=O)Nc3c(C)n(C)n(-c4ccccc4)c3=O)cc2s1 | 1% | -1.3% | i | 7 | 0.05 | 1186 | -0.7 | -0.25 | -0.097 | 0.015 | 11 | 13 | nt | nt | i | 2.4 | 2.5 | 43
COc1ccc(C2C(C(=O)Nc3cccc(C)n3)CCC(=O)N2c2ccc(OC)cc2)cc1 (stereo not drawn) | 34% | -0.1% | i | -18 | -0.16 | 1546 | -0.6 | -0.35 | -0.023 | 0.93 | nt | nt | -5.7 | 895 | i | 8.6 | 5.3 | 6.7
CCOC(=O)C1CCCN(c2cc(C)nc3cc(-c4ccc(F)cc4)nn23)C1 (stereo not drawn) | 11% | 2.5% | i | 6 | -0.34 | 905 | -0.14 | -0.16 | 0.25 | -0.57 | 41 | 31 | -7.1 | 744 | i | 5.6 | 3.0 | 8.5
CCCCn1nnnc1SCC(=O)c1cc(Cl)ccc1OC | 42% | 2.7% | i | -3 | 0.14 | 1679 | 0.42 | -0.15 | -0.76 | -0.29 | 28 | 23 | -1.3 | 1355 | i | 3.6 | 1.5 | 4.6
O=C(c1ccc(Cl)cc1)c1nnc(-c2ccncc2)o1 | 3% | 0.9% | i | 7 | nt | nt | 0.58 | -0.22 | 0.74 | 0.46 | 13 | 8 | nt | nt | i | 3.6 | 2.2 | 15
NC(=O)COC(=O)Cc1coc2cc3c(cc12)CCC3 | -4% | 0.2% | i | -13 | 0.15 | 1179 | -0.41 | -0.18 | -0.26 | -0.84 | -10 | -10 | -2.0 | 1104 | i | 1.8 | 1.8 | 3.2
CCOc1cc(C2NC(=O)NC(O)(C(F)(F)F)C2C(=O)c2ccccc2)ccc1OC (stereo not drawn) | 0% | -1.2% | i | -11 | nt | nt | -0.18 | 0.0017 | -0.15 | 0.75 | -4 | -8 | nt | nt | i | 3.8 | 1.1 | 5.0
O=C(CC(=O)N/N=C\c1ccc([N+](=O)[O-])cc1)NCCc1ccccc1 | 6% | 0.1% | i | -3 | -0.08 | 1496 | 0.083 | -0.21 | -0.54 | 1.6 | -14 | -13 | 0.8 | 1486 | i | 1.5 | 2.1 | 12
O=C1CC(/C=C/c2ccccn2)=Nc2ccccc2N1 | 12% | 4.9% | i | -1 | -0.17 | 1351 | -2.8 | 1.4 | -1.5 | 1.1 | -11 | -13 | -0.2 | 1100 | i | 7.4* | 12* | 11*
CCOC(=O)c1cnc2c(C)c(Cl)ccc2c1Nc1ccc(S(=O)(=O)Nc2ncccn2)cc1 | 24% | 3.5% | i | 17 | -0.11 | 1382 | -0.1 | -0.24 | 0.053 | 0.21 | -7 | 8 | -1.2 | 488 | i | 2.8 | 1.9 | 3.2
Cc1cc(C)nc(SCC(=O)N/N=C\c2sccc2C)n1 | -5% | -0.9% | i | -20 | 0.21 | 1524 | 0.26 | -0.16 | 0.64 | 1.4 | 2 | 4 | 1.2 | 1360 | i | 3.6 | 1.8 | 5.6
COC(=O)Cc1ccc(NC(=O)c2ccc(C(C)(C)C)cc2)cc1 | -1% | 0.3% | i | -1 | 0.39 | 749 | 1.3 | 0.067 | 1.1 | -1.5 | 7 | 0 | nt | nt | i | 0.8 | 1.3 | 7.5
O=C(Nn1c(Cc2cccs2)nc2ccccc2c1=O)c1ccc(F)c(F)c1 | 15% | 0.2% | i | -4 | nt | nt | -0.51 | -0.072 | 0.058 | 0.31 | -14 | 3 | -1.4 | 403 | i | 2.9 | 2.5 | 5.8
O=C(c1cccc2ccccc12)N1CCN=C1SCc1ccc([N+](=O)[O-])cc1 | 4% | 1.7% | i | 13 | 0.05 | 1415 | -0.89 | -0.029 | -0.59 | -0.3 | 5 | -9 | -1.6 | 1055 | i | 4.3 | 1.5 | 0.0
COC(=O)Cc1c(O)ccn(Cc2ccccc2OC)c1=O | 28% | -1.2% | i | -1 | 0.59 | 1481 | 1.1 | -0.18 | 0.18 | -0.11 | -10 | 3 | 3.5 | 1441 | i | 1.3 | 0.7 | 7.0
COc1ccc(C2C(C#N)=C(N)Oc3n[nH]c(C)c32)cc1Cn1nc(C)c([N+](=O)[O-])c1C (stereo not drawn) | 14% | -1.8% | i | -30 | 0.38 | 1906 | -0.024 | -0.15 | -0.16 | -0.4 | -3 | 15 | -0.9 | 1095 | i | 4.2 | 1.5 | 3.1
CCCc1ccc(-c2cc(C(=O)NN3CCOCC3)c3ccccc3n2)cc1 | 33% | -0.9% | i | -3 | 0.61 | 1064 | 0.38 | -0.2 | -0.037 | 0.43 | -4 | -19 | -3.0 | 1491 | i | 1.6 | 1.6 | 6.1
CN=C1SC(CC(=O)Nc2ccc(N3CCOCC3)cc2)C(=O)N1C (stereo not drawn) | -13% | 0.2% | i | 4 | 0.7 | 1380 | -0.66 | -0.23 | -0.71 | -0.7 | 53 | 39 | nt | nt | i | 2.8 | 1.8 | 7.1
COC(=O)c1ccc(COc2cc([N+](=O)[O-])cc3cccnc23)o1 | 26% | 9.6% | i | -3 | 0.6 | 1656 | 0.96 | -0.2 | 0.19 | -0.17 | 26 | 5 | 0.1 | 1513 | i | 1.3 | 1.9 | 3.2
O=C(NCc1cccnc1)c1cnc2sccn2c1=O | -2% | 0.3% | i | 9 | 0.24 | 1714 | 0.73 | -0.038 | 0.53 | 0.74 | -18 | 6 | 1.0 | 984 | i | 4.3 | 2.5 | 11

An excerpt from above in order of formula weight, rising.
SMILES | AID2073 | HIV fusion peptide | Autophagy HCS | Autophagy HCS cell loss 18 h | Insulin prom up | Insulin prom up cell count | Dynein cargo inh | Dynein cargo inh cytoplasmic EGFP | Dynein cargo inh nuclear GR-EGFP | Dynein cargo inh cell count | WT yeast gro inh | WT yeast gro inh mutant strain | b-catenin transl | b-catenin transl cell count 5 µM | Yfh1-off respiration | MT stabilize HCS | MT stabilize HCS Hoechst-high % | MT stabilize HCS cytotoxicity %
O=C1CC(/C=C/c2ccccn2)=Nc2ccccc2N1 | 12% | 4.9% | i | -1 | -0.17 | 1351 | -2.8 | 1.4 | -1.5 | 1.1 | -11 | -13 | -0.2 | 1100 | i | 7.4* | 12* | 11*
O=C(NCc1cccnc1)c1cnc2sccn2c1=O | -2% | 0.3% | i | 9 | 0.24 | 1714 | 0.73 | -0.038 | 0.53 | 0.74 | -18 | 6 | 1.0 | 984 | i | 4.3 | 2.5 | 11
COC(=O)Cc1c(O)ccn(Cc2ccccc2OC)c1=O | 28% | -1.2% | i | -1 | 0.59 | 1481 | 1.1 | -0.18 | 0.18 | -0.11 | -10 | 3 | 3.5 | 1441 | i | 1.3 | 0.7 | 7.0
O=C(CC(=O)N/N=C\c1ccc([N+](=O)[O-])cc1)NCCc1ccccc1 | 6% | 0.1% | i | -3 | -0.08 | 1496 | 0.083 | -0.21 | -0.54 | 1.6 | -14 | -13 | 0.8 | 1486 | i | 1.5 | 2.1 | 12
CN=C1SC(CC(=O)Nc2ccc(N3CCOCC3)cc2)C(=O)N1C (stereo not drawn) | -13% | 0.2% | i | 4 | 0.7 | 1380 | -0.66 | -0.23 | -0.71 | -0.7 | 53 | 39 | nt | nt | i | 2.8 | 1.8 | 7.1
CCCc1ccc(-c2cc(C(=O)NN3CCOCC3)c3ccccc3n2)cc1 | 33% | -0.9% | i | -3 | 0.61 | 1064 | 0.38 | -0.2 | -0.037 | 0.43 | -4 | -19 | -3.0 | 1491 | i | 1.6 | 1.6 | 6.1
